aGal spleen mod = inhibitors or activators of human alpha-galactosidase in spleen homogenate | P06280 | human spleen homogenate, 4MU-alpha-Gal fluorescence, 40 min | Potency, µM (top dose mostly 80 µM), inactives show at the top dose activity change, negative = inhibition, hits mostly inhibitors | 240,000 compounds, 0.008% hits | AID 2107;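 note: potency is the fitted concentration of half-maximal effect; 0% = enzyme with vehicle and -100% = no enzyme basal signal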
Target sequence (P06280 32-429 limits assumed): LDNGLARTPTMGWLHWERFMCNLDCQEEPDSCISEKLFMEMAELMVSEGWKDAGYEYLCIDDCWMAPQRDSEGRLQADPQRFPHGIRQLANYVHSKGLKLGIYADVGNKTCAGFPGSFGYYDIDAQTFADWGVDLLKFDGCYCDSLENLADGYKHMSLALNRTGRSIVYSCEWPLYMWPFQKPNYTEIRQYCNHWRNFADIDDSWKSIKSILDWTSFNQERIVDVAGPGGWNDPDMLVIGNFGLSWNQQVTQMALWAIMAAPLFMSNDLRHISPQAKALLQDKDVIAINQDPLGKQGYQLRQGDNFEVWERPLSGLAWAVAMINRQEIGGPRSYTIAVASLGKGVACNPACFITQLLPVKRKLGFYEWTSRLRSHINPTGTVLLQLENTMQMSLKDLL
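Spleen homogenate 1 ug + cpd (titration) + 4-MU-alpha-D-galactopyranoside 1 mM; 37C 40 min; 50 mM citrate/phosphate pH 5.0, 0.01% Tween-20; stop pH 10; fluorescence 365/440; AC50 via Hill.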
TexasRed fluor = counter-screen for TRb-SRC2 inhibitors: fluorescence interference; TRb/SRC2 Texas Red total fluorescence interference; Potency, µM (series often up to 106 µM), without a hit: at the top dose fluorescence change, negative = quenching; 280,000 compounds, 0.29% hits; AID 1479; active = well fitted curve in either direction with a large enough effect; inconclusive = small, poorly fitted or top-dose-only effect; note: potency is the fitted concentration of half-maximal effect; % is set by controls: 0 for no effect and ±100 for the full control effect
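Flags fluorescent or light-absorbing compounds by total fluorescence, S + 2P, at 555 nm excitation and 632 nm emission. Mixture: 20 nM Texas Red SRC2 peptide, 0.6 uM human TRb LBD, 1 uM T3, 5% DMSO; compound exposure 5 h at ambient temperature.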
TRb SRC2 PPI = TRbeta-SRC2 interaction inhibition | TRbeta-SRC2 peptide binding, fluorescence polarization; receptor liganded with 1 µM T3 | P10828 | 280,000 compounds, 0.065% hits | Potency, µM (doses to about 106 µM), for the others: top-dose activity change, negative = inhibition, hits mostly inhibitors;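 note: potency is the fitted concentration of half-maximal effect; plate controls were bound peptide for no effect and peptide without receptor for full effect; nearly all actives have a fitted effect of over 50% in size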
Target sequence (P10828 whole entry, looked up): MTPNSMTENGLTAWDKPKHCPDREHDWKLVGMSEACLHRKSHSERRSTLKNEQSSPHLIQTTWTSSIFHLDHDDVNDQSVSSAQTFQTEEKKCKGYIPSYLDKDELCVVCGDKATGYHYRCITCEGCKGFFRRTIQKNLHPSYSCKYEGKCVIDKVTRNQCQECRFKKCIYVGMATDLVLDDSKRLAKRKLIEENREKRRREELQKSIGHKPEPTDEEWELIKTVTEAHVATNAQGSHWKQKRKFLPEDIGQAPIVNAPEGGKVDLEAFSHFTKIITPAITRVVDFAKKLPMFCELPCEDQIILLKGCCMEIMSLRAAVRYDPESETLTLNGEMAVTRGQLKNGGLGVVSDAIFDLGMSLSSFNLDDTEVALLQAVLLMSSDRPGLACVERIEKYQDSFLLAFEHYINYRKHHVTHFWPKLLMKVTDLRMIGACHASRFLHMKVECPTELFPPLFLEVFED
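Each compound concentration gave % activity, normalized to unbound and bound Texas Red SRC2 controls, from polarization read after 5 hr ambient incubation with T3-loaded human TRb LBD.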
Tau fluor cs = counter-screen for tau fibril formation inhibitors; tau K18 P301L Alexa594 fluorescence, heparin fibrillization; Potency, µM (top dose mostly 57.7 µM), for the others: top-dose activity change, negative = decrease; 280,000 compounds, 0.93% hits; AID 1463; note: potency is the fitted concentration of half-maximal effect; % is set by controls: 0 for no effect and ±100 for the full control effect; nearly all actives have a fitted effect of over 55% in size
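Human tau K18 P301L (15 uM unlabeled, 0.24 uM Alexa 594-labeled) in 100 mM sodium acetate pH 7 with 20 uM heparin, 6 hr at 37 C. ThT 30 uM added, 1 hr ambient; Alexa 594 FP and total fluorescence read at 555/632 nm.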
NPSR antag = blocks cAMP signaling of the human neuropeptide S receptor; Q6W5P4; CHO-NPSR cells, cAMP TR-FRET, antagonist mode; 220,000 compounds, 1% hits; Potency, µM (doses to about 38.3 µM), for the others: at the highest dose activity change, negative = inhibition, most hits filed as inhibitors; note: potency is the fitted concentration of half-maximal effect; % is set by controls: 0 for no effect and ±100 for the full control effect; nearly all actives have a fitted effect of over 50% in size; many of its hits are not listed in these tables
Tau FP inhib = inhibitors of human tau fibril formation. P10636. Potency, µM (titrated, usually from 57.7 µM), without a hit: at the highest dose activity, negative = inhibition, hits mostly inhibitors. K18 P301L tau heparin fibrillization, Alexa594 FP, 6 h. AID 1468. 280,000 compounds, 0.39% hits; note: potency is the fitted concentration of half-maximal effect; % is set by controls: 0 for no effect and ±100 for the full control effect; nearly all actives have a fitted effect of over 55% in size
Target sequence (P10636 561-689 P618L limits assumed): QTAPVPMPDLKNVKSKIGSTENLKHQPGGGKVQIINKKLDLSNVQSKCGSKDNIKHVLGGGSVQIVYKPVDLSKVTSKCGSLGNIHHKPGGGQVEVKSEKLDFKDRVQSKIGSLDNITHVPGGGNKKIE
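K18 P301L tau (15 uM unlabeled/0.24 uM Alexa 594-labeled, final) + compound + heparin 20 uM final; 100 mM NaOAc pH 7; 6 hr 37 C; ThT 30 uM final added, 1 hr RT; FP ex 555/em 632 nm.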
Epigenetic reg = derepresses silenced GFP reporter in murine cells; murine LDR cells, GFP reporter derepression, 30 h; 280,000 compounds, 0.2% hits; Potency, µM (highest dose often 53.9 µM), inactives show at the highest dose GFP activation, hits mostly activators; note: potency is the fitted concentration of half-maximal effect; % of control where 0% means no effect; nearly all actives have a fitted effect of over 60% in size
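Reporter derepression read as number of fluorescent GFP-positive objects, 20-120 um in size, counted by laser-scanning cytometer. Mouse LDR line with an epigenetically silenced CMV-GFP locus; compound incubation 30 h, 37 C.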
CBFb RUNX1 block = inhibitors of human CBF-beta and RUNX1 interaction; AlphaScreen CBFb-His/RUNX1-biotin binding, biochemical; Potency, µM (titrated, usually from 59.8 µM), without a hit: at the top dose activity, negative = inhibition, actives largely listed as inhibitors; 230,000 tested, under 10 active; AID 1477; note: % of control where 0% means no effect
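Interaction loss through any mechanism counts as activity. Pre-formed complex of His-CBF-beta and biotin-RUNX1 (30 nM apiece) is incubated with compound 15 min, then with 50 ng nickel and 50 ng streptavidin beads for 90 min before AlphaScreen detection.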
* hit, by the source's call; ? = inconclusive; . = no result given; [ ] = another dose, or the depositor's remark. Unless noted, calls come from the whole dose curve; as a rule, active = well fitted curve in the direction sought with a large enough effect; inconclusive = small, poorly fitted or top-dose-only effect, or another doubt; inactive = no such curve, though single readings can be large; an effect the other way counts as inactive or inconclusive. The list is partial. The share of hits here may be higher or lower than overall.

1	O=c1/c(=C\c2ccc3c(c2)OCO3)sc2n1CCCN=2
2	CCC(=O)N1CCN(CCN=CC2=C(O)CC(c3ccc(OC)cc3)CC2=O)CC1 (stereo unspecified)
3	O=S(=O)(NCCc1csc2nc(-c3ccccc3)nn12)c1cccs1
4	COc1cccc(-n2c(SCC(N)=O)nnc2-c2c[nH]c3ccccc23)c1
5	CCN(CC)c1ccc2cc(C=O)c(=O)oc2c1
6	CC(C)CNC(=O)c1ccccc1NC(=O)c1ccccc1N(C)S(=O)(=O)c1ccccc1
7	Cc1cc(NC(=O)CSc2nnc(-c3ccc(Cl)s3)o2)no1
8	COc1ccc(-n2nnnc2SCC(=O)NNC(=O)c2ccc([N+](=O)[O-])cc2)cc1
Compound | 1 | 2 | 3 | 4 | 5 | 6 | 7 | 8
aGal spleen mod | 5% | 2% | . | -3% | -5% | -3% | 1% | 0%
TexasRed fluor | 1% | -4% | 0% | -5% | 0% | 2% | 0% | -3%
TRb SRC2 PPI | 5% | 2% | 5% | -2% | -1% | -9% | -5% | 0%
Tau fluor cs | -6% | -1% | ? | -17% | -4% | -10% | -5% | -10%
NPSR antag | -8%[46.1 µM] | 14% | . | -26%[46.1 µM] | ? | -15% | -3%[46.1 µM] | -2%[46.1 µM]
Tau FP inhib | -5% | 6% | ? | 2% | 5% | 10% | 9% | -2%
Epigenetic reg | -1.1% | -1.6% | 6.2% | -1.0% | 1.4% | -1.0% | 0.0% | -0.9%
CBFb RUNX1 block | 6% | -1% | . | 1% | 7% | -1% | -13% | 1%

9	CNC(=S)N(Cc1ccc(OC)cc1)C1CC(=O)N(c2ccc(Cl)cc2)C1=O (stereo unspecified)
10	Cc1ccc(Cn2cnc3c(oc4ccccc43)c2=O)cc1
11	O=C(NNC1=NCCCCC1)c1cccc([N+](=O)[O-])c1
12	CCOC(=O)N1CCC(NC(=O)CSCc2nc(-c3sccc3C)oc2C)CC1
13	CCOCCCNC(=O)C(c1ccc(OC)cc1)N(Cc1cccs1)C(=O)c1ccc(NC(C)=O)cc1 (stereo unspecified)
14	Cc1ccc(-c2nc3cccnc3s2)cc1NC(=O)Cc1ccccc1
15	Cc1ccc(Cl)cc1-c1ccc(C=Nc2ccc(N3CCOCC3)cc2)o1
16	N=C1SCC(=O)N1c1ncc(Cc2cccc(Cl)c2)s1
Compound | 9 | 10 | 11 | 12 | 13 | 14 | 15 | 16
aGal spleen mod | 1% | . | 1% | -1% | . | . | 13% | 2%
TexasRed fluor | . | -7% | 1% | -3% | 1% | 100µM*[quencher] | -4% | -1%
TRb SRC2 PPI | . | -3% | -3% | -8% | -3% | -21% | 9% | -1%
Tau fluor cs | ? | -13% | 9% | -11% | -12% | -12% | 14% | -2%
NPSR antag | ? | . | 25% | -15%[46.1 µM] | . | . | -5% | -51%
Tau FP inhib | -15% | -5% | 5% | 8% | -9% | -4% | 9% | 8%
Epigenetic reg | -4.3% | 1.4% | 0.5% | -0.2% | 1.0% | -1.1% | 0.0% | 3.7%
CBFb RUNX1 block | -1% | . | 8% | 1% | . | . | -4% | -14%

17	C#CC(C)(CC)NC(=O)c1cc2nc(C3CC3)cc(C(F)(F)F)n2n1 (stereo unspecified)
18	Cc1cn2c(=O)cc(COC(=O)c3ccc(NC(=O)COc4ccccc4C)cc3)nc2s1
19	CC(C)(C)c1nnc2sc(SCC(=O)c3ccccc3)nn2c1=O
20	COc1cc(Cl)c(S(=O)(=O)N2CCCC2)cc1Cl
21	CCOc1cc(/C=C2/N=C(c3ccc(C(C)(C)C)cc3)OC2=O)cc(Cl)c1OS(C)(=O)=O
22	Cc1ccc(C)c(NCc2ccccc2CO)c1
23	CC1CCN(c2ccc(C(=O)NCCc3ccccc3)cn2)CC1
24	CCOC(=O)c1ccccc1NC(=O)c1cc2c(=O)oc3ccc(C)cc3c2s1
Compound | 17 | 18 | 19 | 20 | 21 | 22 | 23 | 24
aGal spleen mod | -2% | . | 3% | 7% | 2% | -1% | -7% | .
TexasRed fluor | -1% | 2% | -3% | 0% | 0% | -1% | -3% | 0%
TRb SRC2 PPI | -5% | 3% | -6% | -3% | -5% | -6% | -7% | -4%
Tau fluor cs | -4% | -19% | -7% | 2% | -6% | -14% | -19% | -7%
NPSR antag | 6% | . | -20%[46.1 µM] | -15% | 2%[46.1 µM] | 1% | -27%[46.1 µM] | .
Tau FP inhib | 4% | -17% | -4% | -6% | -2% | 7% | -11% | 2%
Epigenetic reg | -1.2% | 1.6% | 1.8% | 0.0% | -0.9% | 3.2% | -3.0% | 1.1%
CBFb RUNX1 block | 12% | . | 12% | -1% | 6% | -3% | 7% | .

In a second layout: entries from further up
no.	molecule	aGal spleen mod	TexasRed fluor	TRb SRC2 PPI	Tau fluor cs	NPSR antag	Tau FP inhib	Epigenetic reg	CBFb RUNX1 block
18	Cc1cn2c(=O)cc(COC(=O)c3ccc(NC(=O)COc4ccccc4C)cc3)nc2s1	.	2%	3%	-19%	.	-17%	1.6%	.
19	CC(C)(C)c1nnc2sc(SCC(=O)c3ccccc3)nn2c1=O	3%	-3%	-6%	-7%	-20%[46.1 µM]	-4%	1.8%	12%
20	COc1cc(Cl)c(S(=O)(=O)N2CCCC2)cc1Cl	7%	0%	-3%	2%	-15%	-6%	0.0%	-1%

(continued)
25	CN(C)S(=O)(=O)c1ccc(N2CCCC2)c(C(=O)NCc2ccccc2)c1
26	CCOC(=O)C1(Cc2cccc(F)c2)CCN(Cc2ccc(COC)o2)CC1
27	O=C(CCNC(=O)c1ccccc1)Nc1cccnc1
28	O=C(COC(=O)c1cccs1)c1ccccc1
29	Cc1ccc(S(=O)(=O)N2CCOCC2)cc1NC(=O)CSc1nnc2cc(C)c3ccccc3n12
30	COC(=O)c1ccc(C(=O)O)nc1
31	Clc1ccccc1Cn1nnc2c(NCCN3CCOCC3)ncnc21
32	CCCCOc1ccccc1-c1cc(C(=O)O)[nH]n1
Compound | 25 | 26 | 27 | 28 | 29 | 30 | 31 | 32
aGal spleen mod | -1% | 10% | 1% | 0% | 2% | -15% | 7% | -6%
TexasRed fluor | -2% | -1% | -7% | -1% | 1% | -1% | 3% | -4%
TRb SRC2 PPI | 1% | 4% | -2% | 6% | 2% | -9% | -22% | 0%
Tau fluor cs | -12% | -3% | -14% | -5% | 1% | -1% | 7% | 11%
NPSR antag | -16%[46.1 µM] | -1% | 20% | -3%[46.1 µM] | 14% | -21% | -15%[46.1 µM] | -9%[46.1 µM]
Tau FP inhib | -3% | -1% | -10% | -7% | 9% | 0% | 2% | -4%
Epigenetic reg | 9.3% | 1.8% | -1.3% | 0.8% | 1.0% | 0.0% | -1.6% | -1.0%
CBFb RUNX1 block | 0% | 9% | 2% | 3% | -12% | ? | 11% | -1%

33	COc1cc(C(=O)N2CCN(CCc3ccncc3)CC2)cc(OC)c1OC
34	N#Cc1c(-c2ccco2)ccn(Cc2cccc(F)c2)c1=O
35	CNS(=O)(=O)c1cc(C(=O)OCC(=O)NC2CCCc3ccccc32)ccc1Cl (stereo unspecified)
36	NCC(O)COc1ccc2c(c1)OCO2 (stereo unspecified)
37	Cc1nc(C(=O)NCCC(C)C)sc1C1(C)CC(c2ccccc2)=NO1 (stereo unspecified)
38	CCCn1c(O)c2ccc(C(=O)N=NC(=O)c3cccnc3)cc2c1O
39	CCc1nccn1S(=O)(=O)c1cccc([N+](=O)[O-])c1
40	Cc1ccc2[nH]c3c(c2c1)CC/C(=C/c1ccccc1)C3=O
Compound | 33 | 34 | 35 | 36 | 37 | 38 | 39 | 40
aGal spleen mod | . | -24% | 0% | 2% | -20% | -4% | 3% | -8%
TexasRed fluor | 2% | -1% | 0%[53 µM] | 0% | -2% | -3% | 2% | 1%
TRb SRC2 PPI | -5% | -6% | -3%[53 µM] | 5% | -2% | -10% | 4% | -5%
Tau fluor cs | -1% | -8% | 1% | 11% | 7% | 0% | 0% | -10%
NPSR antag | . | -10% | 11% | 7%[46.1 µM] | -31% | -6%[46.1 µM] | 20% | -19%[46.1 µM]
Tau FP inhib | -2% | -5% | -4% | 0% | 2% | 4% | 7% | 2%
Epigenetic reg | 0.0% | 5.7% | -2.4% | -0.8% | 3.2% | -1.1% | 0.0% | -2.9%
CBFb RUNX1 block | . | -10% | 3% | 4% | ? | 2% | -7% | -1%

41	O=C(C1CC1)N1CCc2cc(S(=O)(=O)NC3CCN(Cc4ccccc4)CC3)ccc21
42	Cc1nc(NCc2cccnc2)c2c3c(sc2n1)CC(C)CC3 (stereo unspecified)
43	Cc1ccc(S(=O)(=O)N2CCN(C(=O)COc3ccc(NC(=O)c4ccco4)cc3)CC2)cc1
44	COc1ccc(CCNC(=O)Cn2nc(C)n3c(cc4cc(F)ccc43)c2=O)cc1OC
45	O=C(NCc1cccc(F)c1)C1CCN(c2nn3cc(-c4ccc(F)cc4)nc3s2)CC1
46	CN1CCN(C(=O)CN(c2ccccc2)S(=O)(=O)N(C)C)CC1
47	COc1ccccc1/C=[N+](\[O-])C1SC(=S)N(C)C1(C)C (stereo unspecified)
48	c1ccc2c(Nc3nc4c(s3)CCCC4)cccc2c1
Compound | 41 | 42 | 43 | 44 | 45 | 46 | 47 | 48
aGal spleen mod | -7% | 1% | -1% | . | . | 6% | -3% | 1%
TexasRed fluor | 0% | -1% | 0% | 10% | 4% | 0% | 0% | -3%
TRb SRC2 PPI | -3% | 2% | -4% | 6% | 6% | -1% | 0% | 4%
Tau fluor cs | 2% | -14% | -14% | -7% | 1% | 2% | 16% | ?
NPSR antag | -5%[46.1 µM] | -45% | -13%[46.1 µM] | . | . | 7% | 3% | -16%[46.1 µM]
Tau FP inhib | 2% | 1% | -8% | -2% | -8% | -6% | 1% | 4%
Epigenetic reg | -0.9% | -1.2% | -0.1% | 1.4% | 2.1% | 1.1% | 0.1% | -0.9%
CBFb RUNX1 block | 0% | -21% | 0% | . | . | 2% | 9% | 0%

Screening data deposited in PubChem by National Center for Advancing Translational Sciences (NCATS).
